HSF-1 act = increases HSF-1 driven luciferase reporter signal; activation, % at 9 µM; hit rate 1.7% among 300,000; NIH3T3-HGL HSF-1 luciferase reporter, MG132, 8 h; 100% = twice DMSO control signal;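 active means mean replicate activation of at least 50% with a set share of replicates each reaching 50%; inconclusive means only one of those two conditions met; inactive means mean below 50% and too few replicates reaching it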;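 further: 0% = median of the neutral control wells and 100% = twice that signal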
aSyn UTR inh = 5' untranslated region of α-synuclein, MLPCN primary screen; inhibition, % (tested at 7.5 µM); alpha-synuclein 5'UTR reporter, inhibitor activity; hit rate 0.82% among 300,000; AID 1813; in the data active means inhibition above about 60%; inconclusive means no clear call, values can overlap the other calls;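 further: H4 neuroglioblastoma cells stably carrying SNCA 5'UTR luciferase fusion; 0% = DMSO wells and 100% = positive control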
GSK3beta inhib = inhibitors of human GSK3beta kinase. hit rate 0.038% among 300,000. GST-GSK3beta kinase, ADP-Glo luminescence, 60 min; hits give low values. AID 2097. activity score (negative = inhibition), % at 10 µM;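 active means more than half of replicate wells score below -50%, meaning over 50% inhibition versus plate controls; inconclusive means some replicates but at most half score below -50%; inactive means no replicate scores below -50%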;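 further: 0% = median DMSO wells and -100% = median GW8510 positive control wells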
Target sequence (P49841 whole entry, looked up): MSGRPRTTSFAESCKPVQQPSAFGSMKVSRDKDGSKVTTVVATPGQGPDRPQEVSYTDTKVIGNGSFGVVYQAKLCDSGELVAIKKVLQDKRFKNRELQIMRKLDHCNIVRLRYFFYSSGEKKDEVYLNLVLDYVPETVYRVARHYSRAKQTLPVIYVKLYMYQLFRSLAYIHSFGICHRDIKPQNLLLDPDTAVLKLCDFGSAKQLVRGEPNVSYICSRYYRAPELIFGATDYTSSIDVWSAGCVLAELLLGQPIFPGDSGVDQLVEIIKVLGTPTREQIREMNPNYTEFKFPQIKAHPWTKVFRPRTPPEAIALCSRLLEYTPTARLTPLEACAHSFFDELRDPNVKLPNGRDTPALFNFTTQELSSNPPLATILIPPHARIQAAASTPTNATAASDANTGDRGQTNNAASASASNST
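test system = GST-tagged human GSK3beta kinase, cell-free | reagent = 25 µM ATP with peptide substrate | dosing = one dose of 10 µM per compound | schedule = 60 min reaction, RT | detection = luminescent ADP-Glo measurement of ADP formed | control set = DMSO neutral wells and GW8510 at 20 µM as positive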
KLF5 inh = suppresses KLF5 promoter-driven expression | DLD-1 KLF5 promoter-luciferase reporter, luminescence | inhibition, % at 5 µM | hit rate 0.23% among 290,000 | AID 1700;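 active means inhibition above a per-plate limit of that plate's mean compound inhibition plus 3 SD, cut at about 60% in these data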;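 further: 0% = DMSO wells and 100% = LY294002 at 200 µM; higher means less KLF5 promoter-driven luciferase light; inactives centre near -14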
IEC-6 cytotox = IEC-6 cytotoxicity, counter-screen for KLF5 inhibitors; luminescence viability; inhibition, % at 5 µM; hit rate 0.78% among 290,000; AID 1825; in the data active means inhibition above about 22%;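 further: 0% = plate median of test compound wells and 100% = cytotoxic reference compound wells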
HSP90 refold inh = HSP90 refolding inhibition in rabbit reticulocyte lysate; luciferase refolding luminescence, 3 h; inhibition, % at 5.6 µM; hit rate 0.91% among 290,000;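 active means inhibition above the screen-wide mean plus 3 SD, computed separately per campaign, cut at about 16% in these data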;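 further: 0% = DMSO wells and 100% = 60 µM geldanamycin wells; inhibitors lower the luminescence because luciferase stays unfolded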
PolyA inh = yeast polyadenylation inhibition; hit rate 0.02% among 300,000; AID 1875; S. cerevisiae SKY197-pL101 polyadenylation reporter, beta-gal luminescence; efflux-impaired pdr1/pdr3 knockout yeast; score 100 = 6 SD above DMSO; calls only at 12 µM;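 active means lowest replicate activity score at least 50, where 100 means six control SD above control mean; inconclusive means lowest score under 50 but half or more replicates reach 50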;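 further: yeast exposed to compound for 9 h at 30 °C; higher score means more reporter readthrough which indicates perturbed polyadenylation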
AI-2 QS mod = modulates the Vibrio harveyi AI-2 quorum sensing system; Vibrio harveyi JMH597 AI-2 luminescence/OD600 ratio, 9 h; hits give low values; strain lacks LuxN and CqsS sensors; 0 = neutral-control median; hit rate 0.4% among 300,000; activity change, % at 7.5 µM; in the data active means activity change below about -75%, passing the limit was not always enough; inconclusive means no clear call, values can overlap the other calls;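 further: luminescence divided by OD600 gain over 9 h not by final OD600 alone; inactives centre near 13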
HSF1 inh = HSF1 inhibition; NIH3T3-HGL HSE-luciferase, MG132-induced, luminescence 8 h; hits give low values; activity change, negative = inhibition, % at 7.5 µM (by protocol); hit rate 0.77% among 300,000; AID 2098;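 active means more than half of replicate wells show activity change below -50%, luminescence cut by over half; inconclusive means some wells, but at most half, below -50%; inactive means no replicate well below -50%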;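 further: luciferase reports HSF-1 transcriptional activity via heat shock element; 0% = median of DMSO wells and -100% = zero luminescence signal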
GSK3 alpha inh = human GSK-3 alpha kinase inhibition | hit rate 0.1% among 320,000 | ADP-Glo luminescence, 60 min | inhibition, % at 10 µM | AID 2650;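 in the data active means inhibition above about 50%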;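 further: GST-tagged GSK-3 alpha with peptide substrate and 25 µM ATP; 0% = DMSO neutral wells and 100% = GW8510 positive control wells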
Target sequence (P49840 whole entry, looked up): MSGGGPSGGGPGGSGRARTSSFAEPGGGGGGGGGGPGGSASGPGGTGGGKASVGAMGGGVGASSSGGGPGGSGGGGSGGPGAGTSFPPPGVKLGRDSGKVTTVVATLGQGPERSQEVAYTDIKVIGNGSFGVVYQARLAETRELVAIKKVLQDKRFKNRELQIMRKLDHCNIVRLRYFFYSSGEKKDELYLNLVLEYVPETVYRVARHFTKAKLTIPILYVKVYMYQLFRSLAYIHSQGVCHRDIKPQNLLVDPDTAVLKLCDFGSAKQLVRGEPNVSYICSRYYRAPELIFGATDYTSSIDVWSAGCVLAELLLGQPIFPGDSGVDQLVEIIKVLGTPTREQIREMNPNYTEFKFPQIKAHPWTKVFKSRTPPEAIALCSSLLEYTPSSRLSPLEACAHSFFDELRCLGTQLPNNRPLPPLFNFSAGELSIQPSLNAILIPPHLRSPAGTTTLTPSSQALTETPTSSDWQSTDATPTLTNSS
An asterisk follows results filed as active; i = inactive; u = inconclusive; x = no result given. A portion of the library. The share of hits here may be higher or lower than overall.

SMILES	HSF-1 act	aSyn UTR inh	GSK3beta inhib	KLF5 inh	IEC-6 cytotox	HSP90 refold inh	PolyA inh	AI-2 QS mod	HSF1 inh	GSK3 alpha inh
CCOC(=O)C1CCCN(S(=O)(=O)c2ccc(OC)c3ccccc23)C1 (stereo unspecified)	13	28	2	-15	-6	-3	i	29	-6	-5
Cc1nc(N)c(C#N)c(-c2ccccc2)c1C	6	33	2	-18	-1	-5	i	-5	-7	-1
Cn1cc(/C=C(\NC(=O)c2ccccc2)C(=O)N2CCOCC2)c2ccccc21	-7	23	0	-9	2	-3	i	1	2	-1
CSc1cccc(NC(=S)N2CCCN(Cc3cccc(Cl)c3)C2)c1	1	5	-1	-11	2	3	i	0	-4	2
CC(C)(C)c1ccc(NC(=S)NCc2cccnc2)cc1	24	-35	2	-16	1	1	i	-24	1	1
CSc1ccc(CN(C)C(=O)CNC(=O)c2ccc3c(c2)OCO3)cc1	-11	0	-1	x	x	x	i	4	1	0
CCOc1ccc(NC(=S)NCc2ccc3c(c2)OCO3)cc1	3	2	3	-8	4	-1	i	8	-2	-1
CCOC(=O)c1oc2ccccc2c1NC(=O)c1ccc(Cl)s1	1	2	1	-25	1	1	i	17	0	-3
Cc1ccc(-n2cc[nH]c2=S)c(C)c1	3	22	0	-63	0	-3	i	7	3	-2
CCCOP(=O)(OCCC)c1c([N+](=O)[O-])cc(C(F)(F)F)cc1[N+](=O)[O-]	13	-33	-1	-16	-1	0	i	17	-3	1
Cc1ccc(NC(=O)C(=O)NCc2ccncc2)cc1	-6	-23	2	-20	2	6	i	0	-3	-1
COc1ccc(C(=O)N/N=C(\C)CC(=O)Nc2cccc(C(F)(F)F)c2)cc1	-6	-16	-1	-38	9	4	i	11	19	-3
CC(Sc1nc(N)cc(=O)[nH]1)C(=O)NC1CCCCC1 (stereo unspecified)	x	x	x	-18	5	-2	x	x	x	6
O=C(CCn1c(=O)oc2cc(Cl)ccc21)Nc1ccc(N2CCOCC2)cc1	39	3	2	-18	2	1	i	5	7	2
CCn1c2ccccc2c2nnc(SCc3ccc(C(=O)OC)o3)nc21	1	36	1	-10	2	-1	i	26	12	-2
N#Cc1c(-c2cccs2)nc(SCc2ccc(Cl)cc2)[nH]c1=O	-14	35	6	-4	-9	0	i	93	-1	x
O=C(CSC(=S)N1CCOCC1)Nc1nccs1	-1	-1	3	-29	-6	-4	i	-3	4	-4
O=C(CN1CCN(Cc2ccccc2Cl)CC1)N/N=C/C=C\c1ccccc1[N+](=O)[O-]	-2	9	1	4	3	1	i	20	-2	1
C#CCOCCOCCOCCNc1nc(N2CCN(C(=O)[C@H]([C@@H](C)CC)n3cc(CCCN=C(N)N)nn3)CC2)nc(N2CCN(C(=O)[C@H](Cc3ccc(O)cc3)n3cc(CCO)nn3)CC2)n1	x	x	x	-20	-1	-2	x	x	x	-2
Cc1ccc(CNC(=O)c2ccc3c(=O)[nH]c4c(C(=O)NCC5CCCO5)sc(=S)n4c3c2)cc1 (stereo unspecified)	-11	-8	1	4	0	-3	i	10	-8	7
CC1(C)NC(=O)N(CCCOc2ccc3c(c2)CCC3)C1=O	31	-77	-16	-8	6	-2	i	22	11	0
COC(=O)c1ccc(C)c(NC(=O)CCc2cc(OC)c(OC)c(OC)c2)c1	6	14	3	-14	-2	0	i	28	2	5
COc1ccc(S(=O)(=O)N(CCCN2CCOCC2)Cc2cccc3ccccc23)cc1	-1	9	1	-29	-5	5	i	16	-3	x
Cc1ccc(N/N=C(\C#N)C(N)=S)c(C)c1	12	-12	1	2	-1	4	i	25	9	5
Cc1ccc(-n2nnnc2C(=Cc2ccc(N(C)C)cc2)c2nnnn2-c2ccc(C)cc2)cc1	20	48	-2	-31	1	0	i	11	18	-1
Cc1ccc(C(=O)NC(=S)NNC(=O)COc2ccc([N+](=O)[O-])cc2)cc1	12	-4	-2	-41	-6	0	i	u	6	0
COCCN(CCOC)c1nc(N)c2c(N)nc3c(c2c1C#N)CC(=O)N3Cc1ccc(Cl)cc1	38	6	2	15	3	3	i	10	25	0
CC(=O)Nc1nnc(CCN2CCCCC2)s1	7	-6	3	-7	-1	0	i	6	-3	8
O=C(Nc1ccccc1C(=O)N1CCCCC1)c1ccco1	1	21	-1	14	4	-2	i	13	5	-1
COCC(=O)Nc1ccc(S(=O)(=O)Nc2cc(C)nc(C)n2)cc1	-19	9	0	-23	1	0	i	46	-2	0
CN(C)C(=O)CSc1nnc(C23CC4CC(CC(C4)C2)C3)o1	-12	-160	-1	-26	-3	-5	i	9	3	-2
CCOC(=O)CSc1nc2c(sc(=S)n2CCc2ccccc2)c(=O)n1Cc1ccco1	32	-9	-3	-3	-6	2	i	13	11	-3
CCOc1ccc(NC(=O)CN(c2cc(C)cc(C)c2)S(=O)(=O)c2c(C)noc2C)cc1	20	-2	1	10	0	0	i	28	4	-2
CC(C)C(=O)Nc1ncc(C(F)(F)F)cc1Cl	4	-15	3	-12	-4	-2	i	6	-1	-1
CCN1C(=O)N[C@@H](c2ccco2)C(C(=O)OC)=C1C	-9	6	2	x	x	x	i	8	0	0
O=C(NCCCN1CCN(Cc2ccccc2)CC1)c1nnc(Cc2c(F)cccc2Cl)o1	5	-15	-1	-7	4	-2	i	23	-6	-3
Cn1c(SCC(=O)c2ccccc2)ncc(C(=O)Nc2ccc(F)cc2)c1=O	9	-14	0	x	x	x	i	16	4	-2
CCOC(=O)C1=NNC(C(=O)c2ccc(Cl)cc2)C1c1ccc(OC)cc1 (stereo unspecified)	x	47	1	20	-4	-2	i	23	x	-1
Cc1cc(C(c2ccc(C)o2)c2ccc(C)o2)c(O)c([N+](=O)[O-])c1	31	-1	0	-72	-4	1	i	6	18	-4
CCc1ccc(CNC(=O)Cc2ccc(NC(=O)C3=C(C)OCCS3)cc2)cc1	-3	66*	-1	43	78*	1	i	-4	-6	-1
Cc1noc(NS(=O)(=O)c2ccc(N/C=C\C(=O)c3cccs3)cc2)c1C	-1	-34	0	-51	4	2	i	-11	8	-2
CCOc1ccc(Nc2nc(N)nc(CSC(=S)N3CCN(c4ccccc4)CC3)n2)cc1	12	16	-3	14	0	-3	i	14	4	-6
Cc1csc(NC(=O)CSc2nnc(-c3ccoc3C)o2)n1	-13	-111	4	-110	7	1	i	24	6	-2
O=C(c1ccc(Oc2ccc(C(F)(F)F)cn2)cc1)N1CCN(c2ccccc2)CC1	-12	-6	3	-36	1	8	i	13	-6	-1
O=c1c2c3c(sc2[nH]c(=S)n1Cc1ccco1)CCC3	94*	-3	-5	-29	-6	1	i	52	75	-7
CC(C)c1nnc(NC(=O)C2CCCN2C(=O)Nc2ccccc2)s1 (stereo unspecified)	22	-12	x	7	2	1	i	x	-3	-4
CCN1CCN(S(=O)(=O)c2ccc(Cl)c(C(=O)Nc3ccccc3N3CCCC3)c2)CC1	11	2	2	x	x	x	i	7	12	-2
CCOC(=O)CCSCC(=O)Nc1cc(C)on1	1	-10	2	-24	-1	0	i	21	-3	0
O=C1NCN(c2ccccc2)C12CCN(CCCC(c1ccc(F)cc1)c1ccc(F)cc1)CC2	-5	16	-4	18	6	0	i	10	4	5
COc1ccc(C(=O)CCS(=O)(=O)c2ccc(F)cc2)cc1OC	-1	5	2	-20	-1	-7	i	30	-1	-2
Clc1cc2nc[nH]c2cc1Cl	6	2	1	2	-2	-2	i	23	1	3
CC(C)[C@H](NC(=O)c1cc2cc(Cl)ccc2n1C)C(=O)N1CCC(C(=O)O)CC1	6	-7	1	-38	-3	0	i	6	-10	-2
CC(=O)c1ccc(NC(=O)c2ccc(CNc3c(N4CCCC4)c(=O)c3=O)cc2)cc1	-9	7	0	-11	0	1	i	29	5	1
Cc1ccc2nc(-c3ccc4c(c3)OCCO4)cc(C(=O)O)c2c1	52*	-5	3	4	4	2	i	36	15	-5
COc1ccc(S(=O)(=O)NC(C)C(=O)NCc2cccnc2)cc1C (stereo unspecified)	19	-10	2	x	x	x	i	-18	5	3
Cc1ccc(CNc2ncnc(N)c2[N+](=O)[O-])cc1	-25	-37	2	-22	-6	1	i	12	-17	-3
CC(C)N(C(=O)c1ccc(-c2ccccc2F)cc1)C(C)C	9	21	1	13	7	1	i	21	-7	-3
CCOc1ccc(-n2c(O)c(/C=N/Nc3nc(C)cc(C)n3)c3ccccc3c2=O)cc1	x	x	2	-15	-5	2	x	37	x	-1
COC(=O)c1ccc(NC(=O)c2cccc(C)c2)cc1	14	-65	3	-75	2	-2	i	11	4	-1
Cc1cccc(C2CC(c3ccc(F)cc3)Nc3nc(N)nn32)c1 (stereo unspecified)	0	-22	-2	x	x	x	i	11	-2	x

Two consecutive entries from above, for reference:
SMILES	HSF-1 act	aSyn UTR inh	GSK3beta inhib	KLF5 inh	IEC-6 cytotox	HSP90 refold inh	PolyA inh	AI-2 QS mod	HSF1 inh	GSK3 alpha inh
COC(=O)c1ccc(NC(=O)c2cccc(C)c2)cc1	14	-65	3	-75	2	-2	i	11	4	-1
Cc1cccc(C2CC(c3ccc(F)cc3)Nc3nc(N)nn32)c1 (stereo unspecified)	0	-22	-2	x	x	x	i	11	-2	x

The results go on.
SMILES	HSF-1 act	aSyn UTR inh	GSK3beta inhib	KLF5 inh	IEC-6 cytotox	HSP90 refold inh	PolyA inh	AI-2 QS mod	HSF1 inh	GSK3 alpha inh
Cc1cc(S(=O)(=O)Nc2c(C(=O)O)[nH]c3ccccc23)ccc1F	4	-10	0	29	-8	0	i	-3	-4	-4
CCn1c(CNc2ccc(Cl)cc2)nnc1SCc1ccc(C)cc1	-11	7	2	-15	-3	-3	i	33	-1	-1
CC(C)Oc1ccc(C(CCN)C2CCCCC2)cc1 (stereo unspecified)	7	-10	-2	-20	6	1	i	16	5	8
COc1ccc(OCC(O)CNS(=O)(=O)c2cccs2)cc1 (stereo unspecified)	-3	6	1	-4	-3	9	i	30	0	-1
Cc1c(C(=O)NCCN(C)C)oc2ccc(S(=O)(=O)N3CCCC3)cc12	u	7	-5	-37	-3	4	i	-4	15	2
COc1cccc(C2C([N+](=O)[O-])=C(N)Oc3cc(C)oc(=O)c32)c1 (stereo unspecified)	22	15	-1	-22	6	-4	i	13	1	-2
CSc1ncccc1C(=O)OCc1ccccc1	58*	-66	4	-39	4	2	i	10	28	7
Cc1c(C=N)c(O)n(C)c(=O)c1C#N	-6	1	-5	-11	1	1	i	28	1	5
CCOc1ccc(CN2CCNC(=O)C2CC(=O)N(C)Cc2nonc2C)cc1 (stereo unspecified)	-2	-1	2	-31	0	-2	i	3	-7	0
COc1ccc(S(=O)(=O)N2CCC(=O)N2)cc1	11	25	3	8	-5	1	i	-13	1	-3
c1ccc(CNCc2ccco2)cc1	4	5	1	-35	-2	0	i	18	-2	-5
CC1Cc2ccccc2N1C(=O)c1ccc(Br)o1 (stereo unspecified)	42	-129	1	-195	-2	1	i	28	25	1
